Bim-Bcl-XL – human Bim-Bcl-XL interaction inhibition. Q07817. Bim peptide-Bcl-XL binding, bead flow cytometry, fluorescence. inhibition, % at 10 µM. hit rate 0.04% among 190,000. AID 1007
Bim-Bcl-W – disrupts Bim peptide binding to human Bcl-W; AID 952; inhibition, % at 10 µM; bead-based flow cytometry; Q92843; hit rate 0.02% among 190,000;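 note: 0% = bound tracer without compound and 100% = peptide blocker; higher means less fluorescent Bim peptide bound to Bcl-W beads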
Target sequence (Q92843 whole entry, looked up): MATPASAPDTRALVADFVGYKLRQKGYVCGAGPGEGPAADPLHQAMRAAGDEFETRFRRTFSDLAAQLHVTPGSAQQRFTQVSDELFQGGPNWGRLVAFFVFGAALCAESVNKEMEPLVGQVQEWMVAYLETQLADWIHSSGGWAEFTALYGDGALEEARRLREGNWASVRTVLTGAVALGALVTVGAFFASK
Bcl-B Bim block – disrupts Bim peptide binding to human Bcl-B | bead-based flow cytometry | inhibition, % at 10 µM | hit rate 0.073% among 190,000 | AID 951;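 note: 0% = tracer peptide without compound and 100% = reference inhibitor peptide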
Target sequence (Q9HD36 whole entry, looked up): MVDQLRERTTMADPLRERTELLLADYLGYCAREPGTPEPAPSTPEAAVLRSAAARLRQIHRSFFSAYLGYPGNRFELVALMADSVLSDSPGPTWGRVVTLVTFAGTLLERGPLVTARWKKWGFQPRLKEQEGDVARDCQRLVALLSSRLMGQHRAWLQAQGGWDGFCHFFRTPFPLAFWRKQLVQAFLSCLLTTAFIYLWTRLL
RGS7-Gao – modulates binding of RGS7 to human Galphao; Multiplexed bead flow cytometry; actives lie on both sides; binding response (% of control), % at 10 µM; hit rate 0.35% among 220,000; AID 1439; in the data active = binding response below about 49% or above about 150%; inconclusive = no clear call, values can overlap the other calls; inactive = in between;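 note: fluorescent Galphao held in activated GDP-AlF4 state binding bead-coupled RGS7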
RGS8-Gao – modulates binding of RGS8 to human Galphao. P09471. response (percent of control binding), % at 10 µM. hit rate 0.34% among 220,000. multiplexed bead flow cytometry; actives lie on both sides; in the data active = response below about 60% or above about 140%; inactive = in between;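 note: Galphao activated as the GDP aluminium fluoride complex binding bead-coupled RGS8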
Bcl-2 Bim block – inhibitors of Bim-Bcl-2 interaction, human. inhibition, % at 10 µM. AID 950. P10415. Bead-based flow cytometry, Bim peptide-Bcl-2 binding. hit rate 0.06% among 190,000; in the data active = inhibition above about 40%; inconclusive = no clear call, values can overlap the other calls;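 note: 0% = no compound wells with probe peptide and 100% = reference peptide inhibitor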
Target sequence (P10415 whole entry, looked up): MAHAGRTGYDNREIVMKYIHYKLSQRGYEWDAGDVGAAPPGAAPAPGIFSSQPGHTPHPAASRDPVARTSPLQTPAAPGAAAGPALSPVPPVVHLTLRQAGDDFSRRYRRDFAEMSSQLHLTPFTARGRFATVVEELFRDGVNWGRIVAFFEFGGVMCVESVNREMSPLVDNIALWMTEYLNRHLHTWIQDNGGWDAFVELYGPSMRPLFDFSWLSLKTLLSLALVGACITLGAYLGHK
GSH fluor – compound fluoresces at 488/530 nm on GSH beads. fluorescence (KMESF) at 10 µM. GSH beads flow cytometry, compound fluorescence 488/530 nm; hits give high values. AID 1776. hit rate 0.25% among 190,000; in the data active = fluorescence above about 89;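 note: glutathione beads carrying GST-tagged Bcl family fusion proteins plus one bare bead set; values are compound well signal with DMSO vehicle wells as background; inactives centre near 16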
RGS4-Gao reg – human RGS4-Galphao interaction regulation; hit rate 0.33% among 220,000; AID 1415; P09471; binding response (% of control), % at 10 µM; Multiplexed bead flow cytometry, RGS4-Galphao binding; actives lie on both sides; in the data active = binding response below about 49% or above about 150%; inactive = in between;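 note: fluorescent Galphao activated with aluminum fluoride binding bead-coupled RGS4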
Bim-Bfl-1 – disrupts Bim binding to human Bfl-1 | Q16548 | inhibition, % at 10 µM | Bead-based flow cytometry, Bim-Bfl-1 binding inhibition | AID 1008 | hit rate 0.12% among 190,000;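 note: 0% = wells without compound plus tracer and 100% = blocker peptide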
Mcl1-Bid inh – disrupts binding of human Mcl-1 to Bid peptide; TR-FRET Mcl-1/Bid-Dy647 peptide binding, 1536-well; inhibition, % at 21.7 µM; hit rate 0.97% among 220,000; AID 1021;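 active = compounds that cut the binding signal by more than half at the single screening dose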;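 note: His-tagged Mcl-1 with europium anti-His antibody binding Bid BH3 peptide; 0% = Mcl-1 plus peptide wells and 100% = peptide-only wells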
Target sequence (Q07820 whole entry, looked up): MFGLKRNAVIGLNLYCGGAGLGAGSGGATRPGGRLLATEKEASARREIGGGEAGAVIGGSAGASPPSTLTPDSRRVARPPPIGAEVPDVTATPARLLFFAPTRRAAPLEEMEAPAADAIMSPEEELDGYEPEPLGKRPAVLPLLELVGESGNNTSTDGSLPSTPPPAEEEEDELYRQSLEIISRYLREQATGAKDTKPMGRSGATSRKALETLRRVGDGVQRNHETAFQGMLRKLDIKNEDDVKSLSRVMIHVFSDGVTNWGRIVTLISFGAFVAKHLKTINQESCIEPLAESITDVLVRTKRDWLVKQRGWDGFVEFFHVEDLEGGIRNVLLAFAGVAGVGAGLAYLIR
Bim-Mcl-1 – human Bim-Mcl-1 interaction inhibition; hit rate 0.1% among 190,000; AID 1009; Q07820; inhibition, % at 10 µM; Bead-based flow cytometry, Bim peptide-Mcl-1 binding;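 note: 0% = no compound tracer wells and 100% = peptide blocker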
The depositor's hits bear a star; ? = inconclusive. Cut-off read from the data, not from the text of the source, unless noted: active = inhibition above about 40%.

SMILES | Bim-Bcl-XL | Bim-Bcl-W | Bcl-B Bim block | RGS7-Gao | RGS8-Gao | Bcl-2 Bim block | GSH fluor | RGS4-Gao reg | Bim-Bfl-1 | Mcl1-Bid inh | Bim-Mcl-1
O=C(CN1CCN(CCC(=O)Nc2ccccc2F)CC1)Nc1ccc(Cl)cc1 | -4 | -1 | -6 | 103 | 103 | -6 | 11 | 101 | -5 | -9 | -2
COc1cc(NS(=O)(=O)c2ccc(F)cc2)c(C(=O)O)cc1OC | -10 | -3 | -6 | 102 | 99 | -4 | 21 | 101 | -11 | 12 | -5
O=C(NN1C(=O)C2C3C=CC(O3)C2C1=O)c1cccc(Br)c1 (configuration not stated) | 1 | -2 | -3 | 107 | 101 | 0 | 14 | 104 | -12 | -8 | 0
O=C1NC2(Nc3ccccc31)C(=O)Nc1ccc(Br)cc12 (configuration not stated) | 4 | 3 | 1 | ? | 103 | 0 | 11 | 103 | -2 | 25 | 2
COc1ccc(OCC(=O)NNC(=O)c2cccs2)cc1 | -2 | -1 | -3 | 100 | 97 | -1 | 15 | 100 | 0 | -16 | -1
Cc1ccc(N2C(N)=NC(N)=NC23CCCC3)c(C)c1 | -5 | -2 | -9 | 101 | 102 | -14 | 32 | 101 | -18 | 10 | -5
Cc1cc(C2=NNC(=NCCc3ccccc3)SC2)c(C)n1CC1CCCO1 (configuration not stated) | -1 | -2 | -2 | 104 | 103 | -1 | 12 | 100 | -3 | -13 | 0
Cc1sc2ncnc(N/N=C/c3ccccc3O)c2c1C | -2 | 1 | 0 | 101 | 100 | 2 | 6 | 100 | 8 | -58 | 0
Cc1ccc(-c2nnn(CC(=O)Nc3cccc4c3CCCC4)n2)o1 | -11 | -7 | -12 | 98 | 96 | -14 | 26 | 100 | -23 | -12 | -8
Cc1ccc(-n2c(Cc3cccn3C)nnc2SCC(=O)NC2CCCCC2)cc1 | -3 | 2 | -1 | 88 | 90 | 0 | 9 | 85 | -1 | -35 | -3
Nc1c(C(=O)c2ccc(Cl)cc2)sc2nc3c(cc12)CCC3 | 1 | 0 | -2 | 99 | 106 | 2 | 8 | 103 | 2 | -19 | 1
CC1(C)Cc2c(C#N)c(N3CCCC3)nc(-c3ccco3)c2CO1 | -4 | 4 | -6 | 101 | 100 | -5 | 19 | 101 | -6 | 8 | 0

2 compounds picked at random from the list so far, as already listed:
SMILES | Bim-Bcl-XL | Bim-Bcl-W | Bcl-B Bim block | RGS7-Gao | RGS8-Gao | Bcl-2 Bim block | GSH fluor | RGS4-Gao reg | Bim-Bfl-1 | Mcl1-Bid inh | Bim-Mcl-1
CC1(C)Cc2c(C#N)c(N3CCCC3)nc(-c3ccco3)c2CO1 | -4 | 4 | -6 | 101 | 100 | -5 | 19 | 101 | -6 | 8 | 0
Cc1ccc(N2C(N)=NC(N)=NC23CCCC3)c(C)c1 | -5 | -2 | -9 | 101 | 102 | -14 | 32 | 101 | -18 | 10 | -5

(continued)
SMILES | Bim-Bcl-XL | Bim-Bcl-W | Bcl-B Bim block | RGS7-Gao | RGS8-Gao | Bcl-2 Bim block | GSH fluor | RGS4-Gao reg | Bim-Bfl-1 | Mcl1-Bid inh | Bim-Mcl-1
CCNC(=O)C(Cc1ccccc1)NC(=O)OCc1ccccc1 (configuration not stated) | -2 | 0 | -3 | 98 | 101 | 0 | 13 | 100 | -4 | -6 | 0
O=C(CCc1nc(-c2ccc(Cl)cc2)no1)NCC1CCCO1 (configuration not stated) | -4 | -2 | -3 | ? | 101 | -7 | 17 | 101 | -2 | -20 | 0
COc1ccc(N2CCN(S(=O)(=O)c3cccc4cccnc34)CC2)cc1 | -1 | 1 | -9 | 101 | 102 | -6 | 26 | 100 | -8 | -28 | -1
O=C(CSc1ncnc2c1oc1ccccc12)Nc1nc2ccccc2s1 | 4 | 0 | 0 | 89 | 81 | 2 | 26 | 92 | 3 | 9 | 5
S=c1nc(-c2ccccc2)n(CCCn2ccnc2)c2c1CCCC2 | -7 | 0 | -3 | 99 | 99 | -2 | 14 | 100 | -4 | -45 | 0
Cc1ccc(NCCC#N)cc1C | -2 | -2 | 0 | 103 | 101 | -2 | 4 | 101 | 0 | -59 | -4
CSc1nc2ccc(NS(=O)(=O)c3ccc4c(c3)OCCO4)cc2s1 | 0 | 0 | -16 | 103 | 92 | -7 | 262* | 103 | -6 | -15 | -4
Cc1cccc(N2CCN(C(=O)Cc3ccc(-n4c(=O)[nH]c5ccsc5c4=O)cc3)CC2)c1C | -8 | -4 | -6 | 102 | 103 | -1 | 9 | 102 | -18 | -12 | -5
Cc1[nH]c2ccccc2c1/C=C/c1cc[n+](C)cc1 | 0 | 1 | 0 | 108 | 98 | 0 | 54 | 114 | -4 | -35 | -3
COc1ccc(NC(=O)CSc2nnc(CNc3ccc(C)cc3)n2C)cc1 | 0 | 0 | 0 | 106 | 101 | -2 | 24 | 102 | -9 | -50 | 2
O=C(Nc1ccc2nc(-c3ccco3)c(-c3ccco3)nc2c1)N1CCN(c2ccccn2)CC1 | 12 | 28 | 1 | 73 | 72 | 25 | 8 | 83 | 53* | -55 | 15
Cc1oc(-c2ccccc2)cc1C(=O)Nc1cccc2ccccc12 | -6 | 3 | -12 | 101 | 100 | -6 | 38 | 101 | -15 | -22 | 0
CSC1=N/C(=C\c2c(F)cccc2Cl)C(=O)S1 | -5 | -5 | -11 | 93 | 88 | -2 | 14 | 88 | -1 | -46 | -5
O=C(/C=C1\NC2(CCCC2)Cc2ccccc21)C(=O)N/N=C/c1ccc(O)c(O)c1 | -3 | 5 | -2 | 102 | 100 | 3 | 24 | 101 | 1 | -58 | 0
O=C(NCc1ccco1)c1cccc(S(=O)(=O)N2CCc3ccccc32)c1 | -16 | -10 | -17 | 102 | 99 | -9 | 21 | 101 | -17 | -8 | -11
O=c1cc(Cl)[nH]c(=O)n1CCNc1ncc(C(F)(F)F)cc1Cl | 0 | -1 | 0 | 98 | 107 | -1 | 22 | 100 | 3 | 2 | -3
CCOc1ccc(CCNC(=O)COC(=O)Cn2cnc3ccccc3c2=O)cc1OCC | 1 | 0 | 0 | ? | 102 | 1 | 11 | 103 | 1 | -16 | -1
COc1ccc(OCC(=O)NNC(=O)c2nn(C)c(=O)c3ccccc23)cc1 | -4 | -2 | -4 | 105 | 106 | -3 | 12 | 100 | -7 | -16 | -1
Cn1cc(C(=O)N/N=C/C2=C(N3CCOCC3)C(=C\c3ccccc3)/CC2)ccc1=O | -6 | -2 | -9 | 101 | 97 | 0 | 6 | 101 | 0 | -70 | -7
O=C(O)CCC(=O)N1N=C(c2ccco2)CC1c1cccs1 (configuration not stated) | -7 | -5 | -11 | 102 | 101 | -8 | 19 | 102 | -17 | -59 | -16
COc1ccc(N2CCN(CCCn3c(=S)[nH]c4ncccc4c3=O)CC2)cc1 | -9 | -4 | -9 | 98 | 103 | -3 | 23 | 102 | -14 | -34 | -2
C=CCNC(=O)COC(=O)c1ccccc1C(=O)N(C)C1CCCCC1 | -3 | 0 | -7 | 100 | 103 | -2 | 25 | 98 | -2 | -3 | 0
COc1ccc(C2CC(=O)c3c([nH]c(C(=O)OC(C)C)c3C)C2)cc1OC (configuration not stated) | -7 | -8 | -7 | 97 | 100 | -4 | 19 | 93 | -2 | 3 | -4
Cc1ccc(Cn2ncc3c(N4CCN(c5ccc(C)cc5)CC4)ncnc32)cc1 | -10 | -3 | -6 | 99 | 102 | -14 | 21 | 100 | -15 | -15 | -3
COc1ccc(NC(=S)N2CCCC2)c(OC)c1 | -2 | 0 | -4 | 110 | 100 | -1 | 21 | 99 | -5 | -33 | 0
C=CCOc1ccc(C(=O)N(Cc2ccc(N(C)C)cc2)C2CCS(=O)(=O)C2)cc1 (configuration not stated) | -9 | -5 | -10 | 93 | 102 | -11 | 23 | 95 | -16 | -19 | -2
COc1ccc(C)cc1S(=O)(=O)N(CC(=O)Nc1cccc([N+](=O)[O-])c1)c1ccc(C)cc1 | 30 | 20 | 19 | 86 | 78 | 21 | 11 | 88 | 28 | -17 | 25
O=NN(CCc1ccncc1)c1ccc(OCc2ccccc2)cc1 | -10 | -4 | 1 | 98 | 101 | 0 | 8 | 104 | 0 | -11 | -20
O=C(CSc1nc2ccccc2s1)Nc1ccc(Cl)c(S(=O)(=O)N2CCOCC2)c1 | -14 | -13 | -22 | 96 | 94 | -10 | 18 | 96 | -12 | -25 | -9
Cc1ccc(S(=O)(=O)Nc2cc(C(=O)NCCN(C)C)ccc2N2CCCCC2)cc1 | -6 | 2 | -6 | 95 | 101 | -8 | 31 | 99 | -11 | -13 | 0
Cc1cc(NC(=O)C2CC=CCC2C(=O)O)no1 (configuration not stated) | -1 | -2 | 2 | 102 | 102 | -3 | 20 | 97 | -1 | -15 | -1
CC(Cc1cccs1)NC(=O)Nc1ccc([N+](=O)[O-])cc1 (configuration not stated) | -1 | 0 | -4 | ? | 99 | -8 | 14 | 101 | -8 | -19 | -3
COC(=O)c1ccc(-c2nc(-c3ccc(Br)o3)no2)cc1 | -2 | 1 | -9 | 100 | 101 | -6 | 24 | 104 | -7 | 4 | 0
CCOC(=O)C(NC(=O)N(C)C)(Nc1sc(C)c(CC)c1C#N)C(F)(F)F (configuration not stated) | -1 | -1 | -13 | 104 | 104 | 0 | 6 | 102 | 4 | -52 | -8
O=C(N/N=C/c1cn(-c2cccs2)nc1-c1ccccc1)c1ccccc1Cl | -9 | -3 | -6 | 101 | 104 | -8 | 12 | 102 | -2 | -15 | -5
CCCN1CN(Cc2ccccc2)CC2=C1CC(C)(C)CC2=O | -1 | 1 | -1 | 98 | 100 | -1 | 24 | 96 | -4 | 3 | -1
CCOC(=O)C1CCN(C(=O)C2CCN(S(=O)(=O)c3cccc4cccnc34)CC2)CC1 | -5 | 2 | -7 | 98 | 105 | -6 | 21 | 104 | -12 | -12 | 0
COc1cc(CNCCCN2CCOCC2)ccc1OCC(=O)Nc1cccc(C(F)(F)F)c1 | -4 | -1 | -3 | 99 | 97 | -3 | 15 | 94 | -1 | -7 | -1
COC(=O)CNC(=O)CNC(=O)Nc1ccccc1Cl | -5 | -2 | -2 | 86 | 86 | -4 | 13 | 88 | -2 | -15 | -1
Cc1cc(C)c(C(=O)CSc2n[nH]c(-c3ccncc3)n2)c(C)c1 | 3 | 2 | 0 | 103 | 106 | 0 | 20 | 101 | -5 | -26 | 0
CC1=CC(C)(C)n2c(O)c(N=NC(N)=S)c3cc(C)cc1c32 | -10 | -7 | -11 | 98 | 103 | -3 | 5 | 94 | 0 | -17 | -4
O=C(CSc1nncs1)Nc1cc(-c2ccccc2)nn1-c1ccccc1 | -6 | -4 | -5 | 104 | 105 | -4 | 10 | 103 | -4 | -26 | -2
C/C(=N\NC(=O)c1nn(C)c(C)c1Br)c1cccc(NC(=O)c2ccoc2C)c1 | -4 | -2 | -1 | 104 | 128 | -6 | 7 | 113 | -4 | 1 | -3
Cc1ccc(C)c(NC(=S)NCC(c2ccccc2)N(C)C)c1 (configuration not stated) | -6 | -5 | -5 | ? | 102 | -1 | 12 | 104 | -4 | -17 | 2
Cc1ccc(S(=O)(=O)N2CCN(c3cnn(-c4ccccc4)c(=O)c3Cl)CC2)cc1 | -5 | -3 | -9 | 101 | 101 | -8 | 11 | 104 | -1 | -4 | -3
CCOC(=O)c1[nH]cnc1C(=O)Nc1ccncc1 | 0 | 0 | -3 | 101 | 106 | -3 | 24 | 108 | -7 | 83* | -1

High-throughput results: PubChem BioAssay, several laboratories
